Source: PubChem BioAssay
Rat MKP-3 inhibitors = MKP-3 phosphatase inhibitors, primary screen, biochemical, rat enzyme, in vitro (AID 425); recombinant MKP-3 phosphatase activity, fluorescence; higher % means a stronger effect; 110,000 tested, 0.17% active; Dual specificity protein phosphatase 6 (Rattus norvegicus); inhibition, % at 20 µM, or IC50 in µM where a hit was titrated; in the data active = inhibition above about 50%;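 also: plate controls were vehicle for no effect and reference inhibitor for full effect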
Hsp70 displacement = Hsp70 inhibitors, probe displacement, primary screen, biochemical, fluorescence polarization (AID 583) | Heat shock 70 kDa protein 1A (Homo sapiens) | Hsp70 fluorescence polarization probe displacement, mP; higher % means a stronger effect | displacement, % at 20 µM, or IC50 in µM where a hit was titrated | 140,000 tested, 0.06% active; in the data active = displacement above about 50%;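 also: plate controls were vehicle for no effect and reference ligand for full effect; a part of the inactive calls stands beside numbers as strong as those of hits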
* = called active by the depositor; nt = no result given; & = joins results of further samples. This is a subset; count on the stated rates, not on these rows.

SMILES	Rat MKP-3 inhibitors	Hsp70 displacement
Cn1cccc1P(=O)(c1cccn1C)c1cccn1C	5%	0.7%
COc1ccc(S(=O)(=O)N2CCN(S(=O)(=O)c3ccc4c(c3)OCCO4)CC2)cc1	-11%	-3.6%
[O-]/[N+](=C\c1ccncc1)c1ccccc1	33%	91%
Cc1cc(C)n(-c2nc(NC(C)(C)C)nc(NC(C)(C)C)n2)n1	-11%&2%	7.5%&6.8%
Cn1c(=O)c2c(nc(N3CCCCCC3)n2Cc2cccc3ccccc23)n(C)c1=O	-7%	-1.0%
COc1ccccc1N1CCN(C(=O)c2ccc(S(=O)(=O)N3CCCC3)cc2)CC1	-6%	0.2%
Cc1nc(Nc2ccccc2)c(C(F)(F)F)c(C(F)(F)C(F)(F)F)n1	0%	5.4%
Cc1cc(C)cc(-n2nnnc2SCC(=O)N2CCOCC2)c1	nt	6.1%
CCn1nnnc1SCC(=O)Nc1cccc(C)n1	-10%	4.8%
C=CCN(C(=O)COc1ccccc1)c1nnc(-c2ccncc2)s1	nt	-2.3%
COc1ccccc1NC(=O)c1cc(Cl)ccc1NC(=O)c1ccco1	-5%	1.4%
Cn1c(=O)c2c(nc(N3CCOCC3)n2CC(=O)c2ccccc2)n(C)c1=O	-11%	1.7%
O=c1oc2ccccc2cc1-c1nnc(-c2cccc(Br)c2)o1	-2%	2.4%
C=C(C)Cn1c(SCC(=O)O)nnc1-c1ccc(OC)c(OC)c1	1%	3.3%
CCOC(=O)CSc1nc(C)c2ccccc2n1	-5%	0.3%
CCOC(=O)CNC(=O)C(NC(=O)C1CCC(C)CC1)C(C)CC (configuration not stated)	2%	-1.3%
Cc1ccc(N2C(=O)CC(NC3CCCCCC3)C2=O)cc1 (configuration not stated)	-2%	0.9%
O=[N+]([O-])c1cccc(Cl)c1N1CCN(S(=O)(=O)c2ccccc2)CC1	4%	0.0%
CCCCN1CC(C(=O)NC2CCCCC2)CC1=O (configuration not stated)	0%	1.4%
CCOc1ccccc1NC(=O)c1c(NC(=O)c2ccccc2Cl)sc2c1CCC2	3%	-4.1%
O=C(O)C1C2C=CC3(CN(Cc4ccncc4)C(=O)C13)O2 (configuration not stated)	2%	-0.6%
CCC(=O)N1CC23C=CC(CC2CC12CCCCC2)O3 (configuration not stated)	-2%&3%	2.5%&0.5%
O=C(CN(c1ccccc1)S(=O)(=O)c1ccccc1)NCCSc1ccccn1	2%	-4.9%
C=CCn1c(=O)c(C(=O)Nc2nnc(C)s2)c(O)c2ccccc21	-18%	-22%
COC(=O)c1ccc(NC(=O)Cn2nc(C)c3ccccc3c2=O)cc1	1%	4.8%
COc1ccc(OC)c(NC(=O)CN(c2ccc(Br)cc2)S(C)(=O)=O)c1	0%	-3.1%
CC1=C(C(=O)OCCOC(C)C)C(c2cc3c(cc2Br)OCO3)CC(=O)N1 (configuration not stated)	nt	-3.5%
O=C(CN1C(=O)/C(=C/c2ccccc2)SC1=S)Nc1cccc(O)c1	0%	1.6%
CCCCNC(=O)Nc1ccc(Br)cn1	-6%	-2.9%
COc1ccc(CCn2nnnc2C(CC(C)C)N2CCC(C(N)=O)CC2)cc1OC (configuration not stated)	-2%	4.7%
Cc1ccc(/C(O)=C/C(=O)C(=O)NCc2ccccc2)cc1	-1%	1.1%
CC1(C(=O)CSc2nc3ccccc3[nH]2)CCC(=O)O1 (configuration not stated)	-10%	5.6%
Cn1cnnc1SCC(=O)c1ccc2c(c1)CCCC2	3%	4.6%
c1ccc(CNc2ncnc3nc[nH]c23)cc1	nt	5.6%
O=C(Nc1ncc(Cc2cccc(Cl)c2Cl)s1)C1CC1	3%	0.3%
O=C(O)CCc1ccc(-c2cccs2)n1NC(=O)c1ccc(O)cc1	3%	0.0%

Molecules above containing bromine (4):
SMILES	Rat MKP-3 inhibitors	Hsp70 displacement
O=c1oc2ccccc2cc1-c1nnc(-c2cccc(Br)c2)o1	-2%	2.4%
COc1ccc(OC)c(NC(=O)CN(c2ccc(Br)cc2)S(C)(=O)=O)c1	0%	-3.1%
CC1=C(C(=O)OCCOC(C)C)C(c2cc3c(cc2Br)OCO3)CC(=O)N1 (configuration not stated)	nt	-3.5%
CCCCNC(=O)Nc1ccc(Br)cn1	-6%	-2.9%

The list goes on.
SMILES	Rat MKP-3 inhibitors	Hsp70 displacement
Clc1ccc(-c2nn3c(-c4ccncc4)nnc3s2)c(Cl)c1	4%	2.5%
COc1cccc(CNc2ccc3c(c2)nc(C)n3C)c1OC	2%	3.9%
COc1ccc(C(=O)N2CCCN(C(=O)c3ccc(OC)cc3)CC2)cc1	-1%	-1.4%
Cn1c(=O)cc(OCCCC(=O)N2CCN(Cc3ccc4c(c3)OCO4)CC2)c2ccccc21	3%	0.4%
Cc1ccc(-n2nnnc2SCC(=O)c2cc(C)n(-c3cc(C)on3)c2C)cc1	1%	-3.8%
O=[N+]([O-])c1ccc(-c2nc(-c3ccc(C(F)(F)F)cc3)no2)cc1	-1%	0.4%
COc1ccccc1-c1cc(N)n(S(=O)(=O)c2ccc(F)c(C)c2)n1	2%	3.8%
COc1ccc(OC)c(NC(=S)NC(=O)/C=C/c2ccccc2)c1	1%	-4.4%
O=C1C2C3c4ccccc4C(c4ccccc43)C2C(=O)N1C12CC3CC(CC(C3)C1)C2 (configuration not stated)	3%	-2.3%
COc1cccc(C2C(C#N)=C(C)NC3=C2C(=O)CC(c2ccccc2)C3)c1OC (configuration not stated)	2%	-2.8%
COC(=O)COc1ccc(/C=C2\C(=O)NC(=S)N(c3ccc(F)cc3)C2=O)cc1OC	4%	2.8%
O=S(=O)(c1ccccc1)N(Cc1nc(-c2ccccc2)no1)C1CCCCC1	-2%	-0.8%

Quoted at random: 4 entries already listed
SMILES	Rat MKP-3 inhibitors	Hsp70 displacement
Cn1c(=O)cc(OCCCC(=O)N2CCN(Cc3ccc4c(c3)OCO4)CC2)c2ccccc21	3%	0.4%
COc1ccc(C(=O)N2CCCN(C(=O)c3ccc(OC)cc3)CC2)cc1	-1%	-1.4%
Cc1ccc(-n2nnnc2SCC(=O)c2cc(C)n(-c3cc(C)on3)c2C)cc1	1%	-3.8%
Clc1ccc(-c2nn3c(-c4ccncc4)nnc3s2)c(Cl)c1	4%	2.5%

Continuation.
SMILES	Rat MKP-3 inhibitors	Hsp70 displacement
CC1(C)Cc2c(sc3nc(CC(N)=O)n(Cc4ccccc4)c(=O)c23)CO1	2%	5.0%
CCOc1ccc(-c2cc(C(=O)NC(C)C)c3ccccc3n2)cc1	0%	2.5%
CC(=O)Nc1cccc(OC(=O)N2CCOCC2)c1	-3%	-2.5%
O=C(NCc1ccc(Cl)cc1)C(=O)NN=C1CCCCC1	3%	-3.8%
CN(C)c1ccc(C2N(c3cccc(Cl)c3)C(=O)C3CCCN32)cc1 (configuration not stated)	-3%	0.7%
COc1ccccc1N1CCN(c2nc(C)nc3c2oc2ccccc23)CC1	-4%	2.6%
CCS(=O)(=O)N1CCCC(C(=O)NCc2ccccc2Cl)C1 (configuration not stated)	-5%	-1.1%
Cc1c(-n2c(O)c(C3=c4ccccc4=NC3=O)sc2=O)c(=O)n(-c2ccccc2)n1C	1%	4.7%
Cc1c(NS(=O)(=O)c2ccc3c(c2)n(C)c(=O)n3C)c(=O)n(-c2ccccc2)n1C	-4%	2.9%
CN(C)S(=O)(=O)c1ccc(-c2ccccc2)cc1	-1%	2.2%
CCOC(=O)N1CCN(c2nc(=S)n(-c3ccccc3)c(C)c2C(C)=O)CC1	-13%&2%	6.4%&0.9%
CCn1c(Cc2ccccc2)nnc1SCC(=O)Nc1ccc2c(c1)OCCO2	-7%	6.3%
Cc1nc2ccc(Cc3ccc4nc(C)[nH]c4c3)cc2[nH]1	nt	2.8%
CCCOC(=O)Cc1n[nH]c(=O)[nH]c1=O	-10%	3.6%
O=C(CSc1ncnc2sc3c(c12)CCCC3)N1CCC(c2noc3ccc(F)cc23)CC1	-12%	-0.4%
O=C(/C=C/c1ccc(-c2ccc(Cl)cc2Cl)o1)c1ccco1	2%	-3.6%
COc1ccc(-c2cc(C(=O)N3CC4(C)CC3CC(C)(C)C4)no2)cc1 (configuration not stated)	0%	nt
C=CCOc1ccc2ccccc2c1/C=N/O	nt	-3.4%
COc1ccc(C(=O)/C=C/Nc2ccc(S(=O)(=O)N=C(N)N)cc2)cc1OC	-2%	6.4%
O=C(C1COc2ccccc2O1)N1CCN(c2ccccc2F)CC1 (configuration not stated)	-9%	-0.8%
Cn1c(=O)c2c3c(sc2n2c(SCC(N)=O)nnc12)CC(C(C)(C)C)CC3 (configuration not stated)	4%	4.7%
CCC(=O)N1CCN(c2ccc(NC(=O)c3cc4ccccc4o3)cc2)CC1	nt	9.0%
COCCNCC(=O)C12CC3CC(CC(C3)C1)C2	-11%	-0.6%
Nc1ccc(S(=O)(=O)c2cccc(N)c2)cc1	0%	0.3%

A different layout for part of the listing above:
> O=C(C1COc2ccccc2O1)N1CCN(c2ccccc2F)CC1 (configuration not stated)
  Rat MKP-3 inhibitors: -9% | Hsp70 displacement: -0.8%

> Nc1ccc(S(=O)(=O)c2cccc(N)c2)cc1
  Rat MKP-3 inhibitors: 0% | Hsp70 displacement: 0.3%

> COc1ccc(-c2cc(C(=O)N3CC4(C)CC3CC(C)(C)C4)no2)cc1 (configuration not stated)
  Rat MKP-3 inhibitors: 0% | Hsp70 displacement: nt

> COCCNCC(=O)C12CC3CC(CC(C3)C1)C2
  Rat MKP-3 inhibitors: -11% | Hsp70 displacement: -0.6%

(cont.)
SMILES	Rat MKP-3 inhibitors	Hsp70 displacement
COC(=O)c1[nH]c2cccc(C)c2c1NC(=O)CN1CCCc2ccccc21	-12%	-0.3%
COc1ccc2nc3oc(C(=O)N4CCC(C(N)=O)CC4)cc3cc2c1	11%	6.8%
CCOc1ccc(NC(=O)CN2C(=O)COc3ccc(Cl)cc32)cc1	-5%	5.9%
COc1ccc(OC)c(S(=O)(=O)N2CCN(C34CC5CC(CC(C5)C3)C4)CC2)c1	-4%	0.2%
CC1CCCCN1C(=O)c1ccc(C(=O)N2CCCCC2C)cc1 (configuration not stated)	-8%	1.4%
CCCc1cc(C(=O)NCC(C)C)no1	4%	0.7%
COc1ccc(N2CCN(CCNC(=O)CCCn3c(=O)[nH]c4cc(Cl)ccc4c3=O)CC2)cc1	-2%	nt
N#Cc1c(-c2cccc(Br)c2)c(C#N)c2nc3ccccc3n2c1N	4%	-3.9%
CCOC(=O)CSc1cc(C)nc(N)n1	-17%	7.4%
CCCC1(C(=O)O)NC(c2ccccc2O)C2C(=O)N(c3cccc(Cl)c3)C(=O)C21 (configuration not stated)	1%	18%
Cc1cc(NS(=O)(=O)c2ccc(NC(=O)CCCC(=O)O)cc2)nc(C)n1	-9%	1.7%
O=C(Nc1c[nH]c(=O)[nH]c1=O)c1ccc(-c2ccccc2)cc1	4%	2.1%
CC(C)(C)n1nnnc1C(c1cccs1)N(Cc1cccnc1)CC1CCCO1 (configuration not stated)	-8%	1.2%
CCOC(=O)C1CCCN(Cc2cc(Br)ccc2OC)C1 (configuration not stated)	-10%	0.1%
Cc1ccc2oc(-c3cccc(NC(=O)c4ccc(Br)o4)c3C)nc2c1	nt	-1.5%
CCOC(=O)C1CCCN(C/C(O)=C(\C#N)c2nc(-c3ccc(Cl)cc3)cs2)C1 (configuration not stated)	-8%	2.6%
O=S(=O)(N1CCCCC1)n1c(Cc2ccccc2)nc2ccccc21	-12%	2.3%
COc1ccc(NC(C)=O)cc1NC(C)C(=O)Nc1cccc2ccccc12 (configuration not stated)	nt	1.6%
CCOc1ccccc1N1CC(C(=O)Nc2ccc(C(=O)O)cc2)CC1=O (configuration not stated)	-10%	3.1%
CC1(C)CC(NC(=O)C(F)(F)F)CC(C)(C)N1OC(=O)c1ccco1	4%	1.8%
CCN(CC)c1ccc(NS(=O)(=O)c2ccc(NC(C)=O)cc2)cc1	2%	-0.7%
COC(=O)c1ccccc1NC(=O)c1ccc(Cl)cc1	-1%	-9.2%
CS(=O)(=O)Nc1ccc(C(=O)NCCSCc2ccco2)cc1	-6%	1.3%
Cc1c(C)c2ccc(OC3CCCCC3=O)cc2oc1=O (configuration not stated)	3%	3.9%
O=C1NCCCC2c3c(cc(Br)c(O)c3Br)OC12N1CCCCC1 (configuration not stated)	nt	2.0%
Cc1cccc(N2C(=O)CC(N(C(=O)c3ccco3)c3cccc(C)c3)C2=O)c1 (configuration not stated)	-7%	-1.5%
Cn1c(=O)[nH]c(=O)c2[nH]c(N(Cc3ccccc3)Cc3ccccc3)nc21	-2%	-3.8%
CCOC(=O)c1c(C)[nH]c(/C(C)=N/O)c1C	5%	1.6%
COCCN(C(=O)CNC(=O)c1ccco1)C(C(=O)NC1CCCCC1)c1cccc(OC)c1 (configuration not stated)	-1%	5.2%
Cc1ccc(NC(=O)c2c(C)nc3ccccn23)cc1	-3%	-5.6%
CCCCCCCc1c(C)[nH]n(-c2nnc3c(n2)[nH]c2ccccc23)c1=O	2%	-2.2%
Cc1ccc(S(=O)(=O)N(Cc2ccccc2)c2ccccc2C(=O)NCc2ccccc2)cc1	-7%	3.8%
CCOC(=O)c1c(NC(=O)COC(=O)C(CCSC)NC(C)=O)sc2c1CCCC2 (configuration not stated)	1%	1.6%
CCc1cccc(C)c1NC(=O)c1cc(OC)c(OC)cc1[N+](=O)[O-]	-3%	-1.4%
O=C(NC(=S)Nc1ccc(F)cc1)c1ccccc1	1%	1.3%
Cc1cccc(OCCn2nc(C(=O)O)c3ccccc3c2=O)c1	nt	-3.1%
COc1ccc(-n2nnnc2SCC(=O)Nc2ccc3c(c2)OCCO3)c(OC)c1	-10%	2.9%
